PfHsp40 rescue = rescue of yeast from PfHsp40 toxicity, primary screen, S. cerevisiae, ATP luminescence | S. cerevisiae expressing PfHsp40, growth rescue | hit rate 0.68% among 340,000 | growth rescue, % at 12.5 µM; in the data active = growth rescue above about 28%, passing the limit was not always enough;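 also: yeast W303a lacking pdr1 and pdr3 grown in galactose medium; growth measured after three days at 30 °C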
PriA SSB inh = inhibitors of Klebsiella pneumoniae PriA binding to SSB C-terminal tail, primary screen, biochemical, AlphaScreen; hit rate 0.6% among 430,000; AID 1272365, 2023; inhibition, % at 33 µM; AlphaScreen SSBct-PriA binding, biotinylated peptide; in the data active = inhibition mostly above about 37%, no sharp cut-off; inactive = mostly below about 20%;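 also: plate controls were negative control peptide for no effect and reference peptide for full effect; strong numbers were not always called active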
Y pestis TopoI = Yersinia pestis topoisomerase I inhibitors, primary screen, biochemical, cleavage product accumulation, plate reader, single point; DNA topoisomerase I (Yersinia pestis CO92); Y. pestis Topo-I cleavage product accumulation; activity, % at 10 µM; hit rate 0.064% among 360,000; AID 504884, 2011; in the data active = activity above about 50%, passing the limit was not always enough; also: inactives centre near 2
Anthrax LF prot = Bacillus anthracis LF protease inhibitors, primary screen, biochemical, multiplex microsphere, MLPCN library; hit rate 0.12% among 360,000; inhibition, % at 10 µM; multiplex microsphere protease cleavage assay; Lethal factor (Bacillus anthracis), P15917; in the data active = inhibition above about 30%; also: plate controls were buffer without enzyme for full effect and enzyme alone for no effect
Vc quorum ag = inducers of Vibrio cholerae quorum light production without autoinducers, primary screen, BH1578 luxS cqsA deficient, single point; hit rate 0.16% among 350,000; activation, % at 18.7 µM; V. cholerae BH1578 lux reporter, luminescence, 6 h; in the data active = activation mostly above about 9.7%, no sharp cut-off; also: not every result past the cut was called active; inactives centre near 0; reference of the scale not given here
MazF activator = activators of E. coli MazEF toxin-antitoxin RNase, primary screen, biochemical, fluorescence, uHTS | FAM/BHQ RNA-DNA oligo cleavage fluorescence, 5 h | activation, % at 20 µM | hit rate 0.32% among 350,000; in the data active = activation above about 50%
Target sequence (P0AE70 whole entry, looked up): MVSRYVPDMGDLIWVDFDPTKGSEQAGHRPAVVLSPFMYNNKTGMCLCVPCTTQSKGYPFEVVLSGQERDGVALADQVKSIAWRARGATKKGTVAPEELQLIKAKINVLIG
Rv3671c inh = Rv3671c serine protease inhibitors, primary screen, biochemical, fluorescence polarization, M. tuberculosis H37Rv | P9WHR9 | inhibition, % at 5.96 µM | hit rate 0.048% among 320,000 | AID 2606, 2010; in the data active = inhibition above about 38%;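 also: extracellular domain of Rv3671c used as enzyme; 0% = enzyme with DMSO and 100% = no enzyme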
Target sequence (P9WHR9 whole entry, looked up, the tested form may be a part): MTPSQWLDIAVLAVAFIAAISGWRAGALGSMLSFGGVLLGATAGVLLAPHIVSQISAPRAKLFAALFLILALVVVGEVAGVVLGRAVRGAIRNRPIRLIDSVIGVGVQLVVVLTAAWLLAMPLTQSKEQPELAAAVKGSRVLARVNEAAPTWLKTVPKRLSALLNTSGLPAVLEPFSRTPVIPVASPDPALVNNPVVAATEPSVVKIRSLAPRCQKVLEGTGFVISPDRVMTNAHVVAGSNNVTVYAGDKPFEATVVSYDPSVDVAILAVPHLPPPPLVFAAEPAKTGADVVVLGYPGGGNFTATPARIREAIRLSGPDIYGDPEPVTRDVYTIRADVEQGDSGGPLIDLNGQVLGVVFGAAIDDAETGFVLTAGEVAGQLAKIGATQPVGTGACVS
VHR inh abs = VHR1 phosphatase inhibitors, primary screen, biochemical, absorbance, uHTS; hit rate 0.52% among 290,000; Dual specificity protein phosphatase 3 (Homo sapiens), P51452; recombinant VHR phosphatase, pNPP absorbance; inhibition, % at 13.3 µM; in the data active = inhibition above about 50%; also: some compounds called inactive have numbers as strong as hits
Target sequence (P51452 whole entry, looked up): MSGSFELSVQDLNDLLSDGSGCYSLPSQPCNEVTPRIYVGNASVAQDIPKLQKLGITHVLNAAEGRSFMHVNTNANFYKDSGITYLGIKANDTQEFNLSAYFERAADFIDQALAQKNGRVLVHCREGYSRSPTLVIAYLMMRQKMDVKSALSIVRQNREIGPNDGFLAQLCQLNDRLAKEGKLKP
TcdB GH inh = TcdB glycohydrolase inhibitors, primary screen, biochemical, single point, plate reader; TcdB glycohydrolase enzymatic assay; hit rate 0.24% among 350,000; AID 652162, 2013; inhibition, % at 9.99 µM; in the data active = inhibition above about 10%
3CLpro inhibitor = SARS-CoV 3CLpro protease inhibitors, primary screen, biochemical, quenched FRET; recombinant SARS-CoV 3CLpro, quenched FRET peptide cleavage; inhibition, % at 6 µM; hit rate 0.14% among 290,000; AID 1706, 2009; in the data active = inhibition above about 12%
* hit, by the source's call; i = inactive; x = not tested or not shown; & = joins results of further samples.

SMILES	PfHsp40 rescue	PriA SSB inh	Y pestis TopoI	Anthrax LF prot	Vc quorum ag	MazF activator	Rv3671c inh	VHR inh abs	TcdB GH inh	3CLpro inhibitor
CN1C2c3ccccc3C3C4c5ccccc5C(C31)C(C2[N+](=O)[O-])N4C (stereo not drawn)	-0.2	-2	5	-1	-0.5	10	-6	33	-1.2	-1
COc1ccc(CN2C[C@@H](CO)O[C@@H](n3cnc4c(N5CCOCC5)ncnc43)C2)cc1	x	x	5	1	-0.6	x	x	x	-0.5	x
O=C(CS(=O)(=O)Cc1ccccc1)Nc1nc2c(s1)CCCC2	0.9	-17	-1	0	-0.3	3	-8	1	x	3
COc1ccc(C2/C(=C(/O)c3ccc4c(c3)CC(C)O4)C(=O)C(=O)N2CCCN2CCOCC2)cc1 (stereo not drawn)	-1.3	x	0	0	-2.1	-2	-2	-18	0.9	4
COc1ccc(C(=O)N2CCCN(C)CC2)cc1S(=O)(=O)N(C)Cc1ccccc1	1.3	3	12	1	-0.3	0	1	x	1.3	x
Cc1ccc(-c2nc3ccccc3n2C)o1	-0.1	0	5	-2	i	-2	-8	40	x	-1
NS(=O)(=O)c1cc(C(=O)OCC(=O)NC2CCCCCCC2)ccc1Cl	0.6	6	7	-2	14	1	x	x	0.8	x
CC(=O)n1cc([C@@H]2C=C(C(=O)N3CCN(Cc4ccc5c(c4)OCO5)CC3)O[C@H](OCc3ccc(CO)cc3)C2)c2ccccc21	0.9	17	6	-5	i	-1	-24	-8	-2.0&2.1	-1
CN(C)C(=O)O/N=C(\N)COc1ccc(C(C)(C)C)cc1	0.3	x	-6	7	-0.5	0	-5	-1	-0.6	-5
C=CC(C)(C)c1c(O)c(CC=C(C)C)c(O)c2c(=O)c3ccc(O)c(O)c3oc12	-0.2	7	-15	-1	-0.4	-9	-56	x	x	x
NC(=O)c1nsnc1-c1ccccc1O	-1.9	-2	7	-6	0.2	0	4	-4	x	4
COc1ccccc1C(=O)N1CCCN(C(=O)c2ccccc2OC)CC1	-1.0	-4	-5	1	-0.3	-7	-6	7	x	-8
COc1ccc(-c2ccc(OC)c([C@H]3[C@H]4C=CC[C@@H](C)[C@@H]4C(=O)N3Cc3ccccc3)c2)cc1	0.1	5	34	-4	i	-13	-7	22	-2.8	x
COc1ccc(/C=N/N=C/c2ccc(OC)c(O)c2)cc1O	0.3	x	10	10	-0.4	11	-1	6	x	5
CCOc1ccc(NC(=O)CSc2nnc(-c3ccccc3)n2N)cc1	-2.3	-16	2	0	i	-5	-2	6	x	1
CC(=O)N1c2ccc(S(=O)(=O)N3CCCCC3)cc2CC1C(=O)NCc1cccc(Cl)c1 (stereo not drawn)	1.7	-13	11	-1	-0.3	5	-7	14	0.2	-2
COc1ccc(NC(=O)CN(C)S(=O)(=O)c2ccc3[nH]c(=O)oc3c2)cc1	0.2	-19	-5	-1	i	-31	-12	63	1.2	-3
NC(=O)c1ccccc1NC(=O)CCCN1C(=O)CCC1=O	-0.8	-3	-7	1	i	-11	2	6	x	5
CCN(CC)C(=O)Cn1c(=O)n(Cc2ccccc2Cl)c2c1c(=O)n(C)c(=O)n2C	-0.2	-15	11	-1	-5.6	1	1	x	x	3
N#CC(=C(O)CN1CCN(c2ccccc2F)CC1)c1nc(-c2ccccc2)cs1	0.8	x	4	-5	x	-11	x	x	-0.3	x
CCCOC(=O)c1ccc(NC(=O)c2cc(Cl)ccc2OC)cc1	-0.6	-11	27	0	i	-1	-3	-14	-0.7	-1
COc1ccccc1CN1CC(C(=O)NCCn2nc(C)cc2C)CCC1=O (stereo not drawn)	0.1	-11	-3	-1	-0.1	-8	x	-4	0.3	5
Cc1cc(Nc2ccccc2)n(-c2ccccc2)n1	-0.6	3&-7	-2	-2	i	2	6	20	x	6
COc1cccc(C(=O)Nc2cc(C(=O)NCc3ccc(C)cc3)ccc2N2CCC3(CC2)CC(c2ccccc2)=NO3)c1	2.1	-17	7	-10	-0.4	-23	-20	-3	1.6	2
CN1C(=O)[C@H]2[C@@H](/C=C/c3ccccc3)N3C(=O)CN(Cc4ccccn4)C(=O)[C@@]3(C)[C@H]2C1=O	-1.0	-31	10	1	-5.0	2	4	20	0.2	-6
COc1cccc(OC)c1C(=O)Nc1cc(Cl)ccc1N1CCOCC1	1.1	-4	3	0	x	-2	5	3	x	1
Cc1nc(N)c(C#N)c(-c2ccc3c(c2)OCO3)c1C	1.3	-8	2	x	-0.6	12	x	-12	0.2	-1
CCCS(=O)(=O)NC(=O)C1(C)CCN(C(=O)c2cc(C)nn2C(C)(C)C)C1 (stereo not drawn)	x	x	8	-2	i	x	x	x	-5.4	x
Cc1ccc(C)c(Cn2c(C(=O)OC(C)C)cc3c2ccn3C)c1	0.1	19	17	-9	4.3	-5	3	15	x	-3
Cc1c(CNC(=O)c2nn3c(c2Cl)NC(c2ccccc2)CC3C(F)(F)F)cnn1C (stereo not drawn)	0.0	-10	1	3	i	-4	3	-10	x	0
O=C(O)COc1c(-c2ccc(Cl)cc2)oc2ccccc2c1=O	0.4	-13	3	-1	0.2	7	-9	5	-0.3	1
c1ccc(CN2CCOCCOCCOCC2)cc1	1.5	4	3	-6	-0.9	-1	5	1	-0.2	-2
COc1ccc(Cl)cc1S(=O)(=O)Nc1noc2ccccc12	0.7	-17	2	8	i	1	-10	x	3.0	0
COC(=O)c1ccccc1C(=O)N1CCC(CCC(=O)NC2CC2)CC1	1.6	-3	-8	-4	i	5	4	12	0.7	-2
O=C1S/C(=C\c2ccc(N3CCOCC3)o2)C(=O)N1Cc1ccc(F)cc1	2.1	7	2	-3	i	-803	-1	19	x	-1
CC(Oc1ccc(Cl)cc1Cl)C(=O)N(C)c1ccccc1 (stereo not drawn)	0.5	-12	8	-2	-0.3	4	-12	18	2.0	-3

Just VHR inh abs, Anthrax LF prot and PfHsp40 rescue, for some of the entries so far:
molecule	VHR inh abs	Anthrax LF prot	PfHsp40 rescue
CN(C)C(=O)O/N=C(\N)COc1ccc(C(C)(C)C)cc1	-1	7	0.3
C=CC(C)(C)c1c(O)c(CC=C(C)C)c(O)c2c(=O)c3ccc(O)c(O)c3oc12	x	-1	-0.2
NC(=O)c1nsnc1-c1ccccc1O	-4	-6	-1.9
COc1ccccc1C(=O)N1CCCN(C(=O)c2ccccc2OC)CC1	7	1	-1.0
COc1ccc(-c2ccc(OC)c([C@H]3[C@H]4C=CC[C@@H](C)[C@@H]4C(=O)N3Cc3ccccc3)c2)cc1	22	-4	0.1

Later entries
SMILES	PfHsp40 rescue	PriA SSB inh	Y pestis TopoI	Anthrax LF prot	Vc quorum ag	MazF activator	Rv3671c inh	VHR inh abs	TcdB GH inh	3CLpro inhibitor
COC(=O)C1=C(c2ccc(F)cc2OCc2ccccc2)C[C@@H]2CC[C@H]1N2C(=O)NCc1ccc(N(C)C)cc1	-0.2	46*	16	-9	i	2	13	x	1.2	x
O=C(CCc1ccc(O)c(O)c1)N/N=C/c1ccc2c(c1)OCO2	-0.8	x	0	2	1.7	3	4	18	0.7	0
COc1ccc(CNC(=O)C2CCCN(S(=O)(=O)c3ccc(-n4cnnn4)cc3)C2)cc1 (stereo not drawn)	-1.5	0	-5	3	i	13	5	40	-1.1	-3
C#CCn1c(=NC(=O)c2ccc(Br)s2)sc2cc(NC(C)=O)ccc21	0.3	-15	6	0	i	-87	-9	3	x	-4
CCN(CC)c1ccc(/C=N/n2c(C)nc3ccccc3c2=O)cc1	0.0	x	28	-4	i	2	-4	47	0.3	-4
Fc1ccc(-n2cc(CNCCc3ccncc3)c(-c3ccccc3Cl)n2)cc1	7.4	-9	-2	-2	2.3	-2	-2	25	0.6	-4
COc1cccc(/C=N/NC(=O)c2[nH]c(C)c(C(=O)N/N=C/c3cccc(OC)c3O)c2C)c1O	0.9	x	-14	2	-0.1	-23	-24	-20	x	1
Cc1cc(C)n2nc(CC(=O)NC3CCCCCCC3)nc2n1	-0.3	-5	3	-1	-0.5	0	12	-15	-0.1	2
COC(=O)[C@]1(CC(C)C)N[C@H](c2ccc(-c3ccc(F)cc3)c(OC)c2)[C@@H]2C(=O)N(C)C(=O)[C@@H]21	3.6	11	4	-3	i	2	-3	x	0.9	x
CCCCn1c(CN2CCN(c3cccc(Cl)c3)CC2)nc2c1c(=O)n(C)c(=O)n2C	-0.7	-11	20	-12	i	0	-4	-13	x	-2
O=C(NCCS(=O)(=O)N1CCN(c2ccccc2)CC1)C1CC(=O)N(c2ccc(F)cc2)C1 (stereo not drawn)	1.2	-7	1	-2	-0.3	8	-5	-27	0.2	-2
O=c1cc(N2CCOCC2)[nH]c(=O)n1-c1ccc(Cl)cc1	1.0	0	-1	-8	-0.3	-4	1	-30	1.8	-6
O=C(Nc1ccc(F)cc1)c1ccc2snnc2c1	-0.6	3	4	9	-1.2	0	-7	10	1.9	0
O=C(CNC(=O)c1ccccc1Cl)OC1CCOC1=O (stereo not drawn)	-2.0	-8	1	1	-0.4	3	0	3	1.6	0
COc1ccc(C(C)(C)C)cc1NC(=O)c1[nH]c(C)c(C(C)=O)c1C	0.6	0	29	1	-0.5	4	-9	26	1.0	8
CC(=O)Nc1ccc(NC(=O)CS(=O)(=O)c2cn(CC(=O)N3CCCCC3)c3ccccc23)cc1	17	8	17	0	-1.7	3	-4	5	1.3	-2
NC(=O)c1ccc(NC(=O)C2CC(=O)N(c3ccc4c(c3)OCCO4)C2)cc1 (stereo not drawn)	-1.3	-9	1	4	i	4	0	x	-0.1	x
CCn1c2ccccc2c2cnc(N=CN(C)C)c(C#N)c21	1.3	-11	22	-1	-25	-6	-16	17	x	-2
COc1ccc(NC(=O)N2CCOCC2)cc1OC	1.1	5	-5	-3	-2.2	-6	-7	3	x	2
CCOc1cc(C(=O)NC(C)CCc2ccccc2)cc(OCC)c1OCC (stereo not drawn)	3.0	-12	-5	9	-1.0	-17	1	9	1.3	-3
C=Cc1ccc2c(c1)OCCOCCOCCOCCOCCO2	-1.2	-7	4	-1	-0.4	-12	-1	23	0.0	3
Nc1cccc(S(=O)(=O)Nc2ccccc2)c1	-2.0	-10	-7	-1	0.5	4	5	16	1.3	-2
O=C(O)C1(c2ccccc2)CCC(Nc2ccccc2)C1 (stereo not drawn)	0.6	-1	-1	25	-0.1	3	1	27	-3.0	2
CCNC(=O)N1CCNC(=O)C1CC(=O)OC (stereo not drawn)	-1.3	-8	4	-2	-0.2	6	-3	-11	x	6
O=C(CNS(=O)(=O)c1ccccc1)NNC(=O)C(Cl)Cl	-0.3	-2	0	-5	-0.2	2	-1	18	0.1	-5
COc1ccc(-c2nc(NC(=O)Cn3c(=O)oc4ccccc43)sc2C)cc1	1.5	0	1	-3	i	6	-1	19	0.3	-3
Cc1ccc(C)c(OCc2nc(-c3cccnc3)no2)c1	1.2	0	0	-1	-0.2	0	9	22	x	2
Cc1ccc(C)c(NC(=S)/C(=C(\[O-])c2ccc(OC(F)F)cc2)[n+]2ccccc2)c1	0.0	x	-2	2	-0.2	3	-3	9	1.7	0
O=C(COC(=O)C1CCC1)c1c[nH]c2ccccc12	0.9	-9	-3	0	i	-2	-5	x	-1.0	x

Single entries from the entries so far:
O=C(CNS(=O)(=O)c1ccccc1)NNC(=O)C(Cl)Cl @ PriA SSB inh: -2
Cc1ccc(C)c(NC(=S)/C(=C(\[O-])c2ccc(OC(F)F)cc2)[n+]2ccccc2)c1 @ Rv3671c inh: -3

This is a subset; count on the stated rates, not on these rows.
